Source: PubChem (several laboratories)
CSN inh = inhibitors of human CSN-mediated cullin deneddylation; Q92905; Purified CSN, SCF-Nedd8-OG deneddylation, fluorescence polarization; inhibition, % at 12.5 µM; hit rate 0.38% among 360,000; AID 651999;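 active = pattern-corrected inhibition above about 35%, with an unprinted fluorescence ratio check between 0.5 and 1.5, limit read from the data, passing the limit was not always enough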;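 note: 0% = enzyme with substrate and 100% = substrate without enzyme; some results filed as inactive read as strong as hits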
Target sequence (Q92905 whole entry, looked up, one chain of several): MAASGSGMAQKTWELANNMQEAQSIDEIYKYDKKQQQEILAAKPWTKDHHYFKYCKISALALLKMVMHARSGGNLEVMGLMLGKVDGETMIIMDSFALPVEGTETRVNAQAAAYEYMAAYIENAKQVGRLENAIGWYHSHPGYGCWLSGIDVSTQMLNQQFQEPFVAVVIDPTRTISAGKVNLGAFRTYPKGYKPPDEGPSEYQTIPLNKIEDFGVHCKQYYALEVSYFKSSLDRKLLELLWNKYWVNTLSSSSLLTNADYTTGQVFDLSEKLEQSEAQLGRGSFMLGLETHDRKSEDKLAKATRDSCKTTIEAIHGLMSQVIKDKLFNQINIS
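Test system: Human Csn5 produced in HEK293T cells | Compound: 12.5 µM single point | Times: 90 min, room temperature | Signal: Fluorescence polarization readout | Read-out basis: % inhibition of substrate cleavage by Csn5 | Controls: no-enzyme wells high, enzyme-with-substrate wells low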
STEP block = STEP (human) phosphatase inhibition | recombinant STEP, OMFP fluorogenic substrate, fluorescence | AID 588621 | inhibition, % at 20 µM | hit rate 0.25% among 360,000 | P54829;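 active = inhibition at 20 µM, scaled per plate between control wells, above about 37%, limit read from the data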;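 note: 0% = DMSO with enzyme and substrate and 100% = substrate only without enzyme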
Target sequence (P54829 whole entry, looked up): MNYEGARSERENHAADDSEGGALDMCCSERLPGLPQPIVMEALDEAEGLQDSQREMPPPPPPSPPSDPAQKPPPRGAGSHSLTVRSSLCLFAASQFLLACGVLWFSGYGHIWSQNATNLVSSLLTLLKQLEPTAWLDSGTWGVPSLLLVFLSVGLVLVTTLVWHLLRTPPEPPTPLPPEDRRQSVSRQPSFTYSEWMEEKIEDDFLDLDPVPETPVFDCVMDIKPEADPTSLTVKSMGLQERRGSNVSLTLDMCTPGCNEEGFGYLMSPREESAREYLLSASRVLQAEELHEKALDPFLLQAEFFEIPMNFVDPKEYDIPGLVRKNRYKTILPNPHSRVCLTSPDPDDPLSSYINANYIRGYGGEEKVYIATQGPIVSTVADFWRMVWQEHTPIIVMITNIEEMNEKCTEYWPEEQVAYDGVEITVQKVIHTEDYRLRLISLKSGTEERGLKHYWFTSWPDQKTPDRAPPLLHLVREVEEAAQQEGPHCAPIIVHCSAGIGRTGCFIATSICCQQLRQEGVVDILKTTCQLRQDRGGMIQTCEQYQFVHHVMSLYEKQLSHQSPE
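System: isolated STEP enzyme; schedule: 20 min enzyme reaction at room temperature, protected from light; medium: Bis-Tris buffer pH 6.0, 2.5 mM DTT, 0.005% Tween 20; signal: fluorescence, 480/540 nm; dosing: single compound dose of 20 µM, 1% DMSO final; also added: OMFP substrate, 25 µM final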
Rpn11 inh = blocks the human proteasome subunit Rpn11. AID 588493. calls only at 20 µM. human 26S proteasome, Ub4-pepOG fluorescence polarization; 20S core pre-blocked with epoxomicin. hit rate 0.59% among 360,000. O00487;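 active = inhibition at 20 µM, scaled to each plate's controls, above about 33%, limit read from the data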
MsrA inh = inhibitors of bovine MsrA; purified bovine MsrA, absorbance read-out; inhibition, % at 15.5 µM; hit rate 0.75% among 360,000; AID 651718; in the data active = inhibition above about 4.5%;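 note: 0% = vehicle wells with enzyme and 100% = reference inhibitor wells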
LMPTP inh = LMPTP (human) inhibition | P24666 | inhibition, % at 20 µM | hit rate 0.22% among 360,000 | recombinant LMPTP-A, OMFP fluorogenic substrate, fluorescence intensity;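 active = compounds that cut the enzyme signal by at least half of the control window in the single-dose screen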;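 note: plate controls were DMSO wells with enzyme plus substrate for no effect and substrate without enzyme for full effect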
Target sequence (P24666 whole entry, looked up): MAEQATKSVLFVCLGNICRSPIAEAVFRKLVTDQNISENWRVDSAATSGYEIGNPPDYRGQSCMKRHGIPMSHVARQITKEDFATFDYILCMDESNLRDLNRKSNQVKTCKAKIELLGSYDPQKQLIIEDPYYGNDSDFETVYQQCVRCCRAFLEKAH
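Test system: LMPTP-A phosphatase enzyme. Amount: LMPTP-A at 0.625 nM final in the reaction. Reagent: OMFP substrate, 400 µM final. Times: 50 min at room temperature. Signal: endpoint fluorescence intensity from OMFP dephosphorylation. Read-out basis: % inhibition. Benchmarks: no-enzyme and uninhibited controls.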
TbMetRS inhib = Trypanosoma brucei MetRS inhibition | AID 624268 | hit rate 0.4% among 360,000 | inhibition, % at 11.9 µM | purified T. brucei MetRS, ATP depletion, Kinase-Glo luminescence;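 active = inhibition above a per-plate cutoff of the control wells' mean inhibition plus 3 SD, cut at about 5.5% in these data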;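 note: 0% = DMSO wells median and 100% = median of wells with control inhibitor compound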
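Test system: purified T. brucei MetRS enzyme. Also added: ATP, methionine and E. coli bulk tRNA substrates. Compound: 11.9 µM single point. Schedule: 15 min enzyme-compound preincubation, 2 h reaction, 10 min detection, 25 °C. Signal: luciferase luminescence of residual ATP, Kinase-Glo. Evaluation: percent inhibition versus plate control medians. Controls: DMSO wells, low control.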
DNMT1 block = blocks human DNA methyltransferase DNMT1. P26358. DNMT1 molecular beacon, Hinp1I cleavage, fluorescence. inhibition (reported as % activation of signal), % at 10 µM. hit rate 0.83% among 360,000. AID 588458; in the data active = inhibition above about 50%
NadD inh = NadD (S. aureus) enzyme inhibition | purified NadD enzyme, colorimetric absorbance read-out | inhibition, % at 20 µM | hit rate 0.78% among 360,000; in the data active = inhibition above about 26%; note: some compounds past the cut are filed as inactive
Scp-1 inhibitor = blocks human Scp-1 phosphatase activity | Q9GZU7 | inhibition, % at 20 µM | Recombinant Scp1, phosphopeptide, malachite green phosphate absorbance | hit rate 0.88% among 340,000;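 active = inhibition above about 50% at 20 µM, limit read from the data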;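 note: plate controls were DMSO wells with enzyme for no effect and wells lacking enzyme for full effect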
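Test system: SCP-1 phosphatase catalytic domain, residues 76-261; measured by: colorimetric phosphate reagent with accelerator and stabiliser, absorbance at 630 nm; timing: enzyme reaction 45 min at room temperature, colour 5 min, stabilisation 30 min; also added: Phosphorylated 17-residue peptide substrate; compound dosing: one concentration, 20 µM, with 1.0% DMSO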
SUMO1 PPI mod = SUMO1-SIM interaction modulation; P63165; SUMO1 binding to a labelled peptide, TR-FRET, 1 h; inhibition, % at 20 µM; hit rate 0.33% among 360,000; AID 602429; in the data active = inhibition above about 37%
Starred values were filed as active, the others as inactive; i = inactive; x = no result given; + = active, no number.

smiles | CSN inh | STEP block | Rpn11 inh | MsrA inh | LMPTP inh | TbMetRS inhib | DNMT1 block | NadD inh | Scp-1 inhibitor | SUMO1 PPI mod
Cc1oc2c(C)c(O)ccc2c(=O)c1-c1nncn1-c1ccccc1 | 14 | -1 | i | -0.4 | -2.7 | -0.3 | -13 | 7 | -3 | 12
COC(=O)c1sc(Nc2ccccc2)nc1C | -2 | 1 | i | 3.5 | 0.5 | -1.5 | -4 | -1 | -1 | 2
C[C@H](CO)N1C[C@H](C)[C@@H](CN(C)S(=O)(=O)c2ccccc2)Oc2ccc(NC(=O)Cc3ccccc3)cc2C1=O | -4 | -2 | i | -0.1 | -1.2 | 0.0 | 0 | -2 | -8 | -1
O=C(Nc1ccccc1[N+](=O)[O-])c1ccc(S(=O)(=O)N2CCCC2)cc1 | -1 | -1 | i | -0.4 | 0.8 | -0.4 | 0 | -2 | -9 | -38
CCOc1ccccc1N1CC(C(=O)NCCc2ccc(S(N)(=O)=O)cc2)CC1=O (centres undefined) | 5 | 1 | i | -0.5 | 0.1 | -0.3 | 0 | -6 | 7 | 5
Cc1nc2oc3ccc(Cl)cc3c(=O)c2cc1C(=O)O | 10 | 4 | i | 1.7 | 0.7 | -1.2 | 0 | 1 | -12 | -10
Cc1ccc(NC(=O)c2cn(CCC#N)nc2-c2cccs2)c([N+](=O)[O-])c1 | -5 | -3 | i | -0.4 | -0.2 | 0.5 | 4 | -5 | -18 | -17
Cc1sc2nc(SCC(=O)N3CCN(CCO)CC3)n(-c3ccccc3)c(=O)c2c1C | 6 | -2 | i | 2.3 | -1.7 | -0.5 | 0 | 1 | -6 | 3
CCOC(=O)C1(C)CCN1C(=O)c1ccc2ccccc2c1 (centres undefined) | 0 | -4 | i | 1.1 | -0.4 | 0.1 | 3 | 7 | x | 0
COc1cc(C(=O)N(CCc2ccccc2)C2=CC3CCC(C2)N3C)cc(OC)c1OC (centres undefined) | -4 | -2 | i | -0.8 | -3.1 | -0.2 | 1 | 2 | -2 | 12
Nc1ccc(N2CCCCC2)c2nonc12 | -9 | 2 | i | -0.9 | 3.3 | 3.5 | 35 | 5 | 1 | -1
CC(=O)Nc1ccc(NC(=O)COC(=O)c2cc(S(=O)(=O)N(C)C)ccc2N2CCCC2)cc1 | 1 | 0 | i | 0.8 | -0.8 | -0.8 | 2 | -1 | 4 | 3
C/C(=N\NC(=O)c1cc(-c2ccco2)nc2ccccc12)c1cccnc1 | 19 | 2 | i | 1.4 | 2.3 | 0.3 | -6 | 15 | -3 | 10
CCN(c1ccccc1)S(=O)(=O)c1ccc(OC)c(NC(=O)COc2ccc(C(C)=O)cc2)c1 | 1 | -1 | i | -0.1 | 1.0 | -0.5 | 17 | -3 | -7 | 4
CN(CCO)c1ncnc2nc[nH]c12 | 7 | 3 | i | -0.4 | -2.0 | -0.3 | 4 | 2 | 7 | 2
OC(CNc1ccnc2cc(Cl)ccc12)CNC1CCCCC1 (centres undefined) | 0 | -3 | i | 2.6 | 4.7 | 0.0 | 19 | -7 | -10 | -30
COC(=O)c1ccc(-n2cc(-c3ccc(OC)cc3)[nH]c2=S)cc1 | 5 | 1 | i | -0.8 | -1.7 | -0.7 | -27 | 3 | -3 | 2
c1ccc2scnc2c1 | -1 | 4 | i | 0.6 | -1.7 | -0.4 | 1 | -2 | -3 | 1
COc1ccc(OC)c(C(=O)CN2C(=O)C(=O)N(C3CCCC3)C2=O)c1 | 1 | -2 | i | -0.5 | 1.3 | 0.5 | -1 | 1 | -8 | -1
COc1ccc(Cc2c(-c3ccc(C)cc3)nc3c(C)cc(Br)cn23)c(C)c1 | 8 | 0 | + | 1.2 | 1.4 | 0.0 | -11 | 27 | x | -5
COC(=O)c1cnn(-c2nc3c(C)cccc3s2)c1C | 3 | -1 | i | -0.6 | -1.2 | -0.3 | 7 | -1 | -6 | 1
CCc1c(C(=O)NNC(=S)NCc2ccccc2)csc1C | -10 | -2 | i | 0.6 | -1.0 | 0.6 | 1 | -5 | -10 | 4
NC(=O)N/N=C/c1ccccc1OCc1cccc2ccccc12 | 0 | -2 | i | 0.3 | 1.6 | -0.4 | -1 | 1 | -10 | 4
CCC(=O)Nc1ccc(C(=O)NNC(=O)c2cc(OC)c(OC)c(OC)c2)cc1 | -1 | -2 | i | 2.1 | -0.6 | -0.4 | 2 | -10 | -10 | -1
CCC(C)(C)C1CCC2(CC1)NC(=O)N(CC(=O)N(C)Cc1ccc3c(c1)OCCO3)C2=O (centres undefined) | 3 | 1 | i | 2.2 | 0.4 | -0.2 | -7 | -2 | -5 | 1
COc1ccc(N2c3ccccc3CN(Cc3ccccc3)[C@@H](C)[C@H]2Cc2ccc(-c3ccccc3)cc2)cc1 | -5 | x | x | -0.8 | 2.5 | -0.1 | x | x | x | -8
ONC(=Nc1ccccc1Cl)c1c(F)cccc1F | -3 | -2 | i | -0.8 | 0.1 | 0.1 | 2 | -10 | 20 | 6
O=C(N/N=C/c1ccc(OC(F)F)cc1)c1cc[n+]([O-])cc1 | 0 | 1 | i | 0.9 | 1.6 | -1.1 | 3 | 0 | -1 | -10
O=C(Cn1ccc([N+](=O)[O-])n1)NCCc1c[nH]c2ccccc12 | -5 | -3 | i | 0.6 | -0.5 | 0.8 | -4 | -1 | -12 | -3
CC(=O)Nc1ccc(S(=O)(=O)N2CCN(c3ccc(C)c(Cl)c3)CC2)cc1 | 4 | -2 | i | -0.4 | -1.2 | -0.4 | -3 | 3 | 4 | 1

An excerpt from above in order of the TbMetRS inhib value, largest number first:
smiles | CSN inh | STEP block | Rpn11 inh | MsrA inh | LMPTP inh | TbMetRS inhib | DNMT1 block | NadD inh | Scp-1 inhibitor | SUMO1 PPI mod
O=C(Cn1ccc([N+](=O)[O-])n1)NCCc1c[nH]c2ccccc12 | -5 | -3 | i | 0.6 | -0.5 | 0.8 | -4 | -1 | -12 | -3
COc1ccc(OC)c(C(=O)CN2C(=O)C(=O)N(C3CCCC3)C2=O)c1 | 1 | -2 | i | -0.5 | 1.3 | 0.5 | -1 | 1 | -8 | -1
C[C@H](CO)N1C[C@H](C)[C@@H](CN(C)S(=O)(=O)c2ccccc2)Oc2ccc(NC(=O)Cc3ccccc3)cc2C1=O | -4 | -2 | i | -0.1 | -1.2 | 0.0 | 0 | -2 | -8 | -1

New compounds follow.
smiles | CSN inh | STEP block | Rpn11 inh | MsrA inh | LMPTP inh | TbMetRS inhib | DNMT1 block | NadD inh | Scp-1 inhibitor | SUMO1 PPI mod
CC(C)CN1C(=O)c2ccc(C(=O)NCc3ccccn3)cc2C1=O | 4 | -4 | i | 2.3 | -0.3 | -0.6 | 4 | -1 | 0 | -25
COc1cc(SC)ccc1C(=O)Nc1ccncc1 | 1 | 2 | i | -0.3 | 0.7 | 0.1 | 2 | 0 | -5 | 7
Cc1ccccc1OCC(=O)Nc1ccc([N+](=O)[O-])cc1 | 2 | -1 | i | -0.1 | -0.2 | -1.6 | 2 | -7 | 9 | -7
Cc1ccc(C)c(OCc2ccc(C(=O)NN)o2)c1 | 6 | 0 | i | -0.1 | 0.4 | 0.1 | -1 | -5 | -7 | 4
CCOCCCNC(=O)c1cn(CC)c2ccc(S(=O)(=O)N(C)C3CCCCC3)cc2c1=O | 3 | 2 | i | 0.1 | 0.2 | 0.3 | 2 | -4 | -7 | 5
CCOC(=O)[C@H]1[C@H]2COc3ccc(Br)cc3[C@@H]2N2C(=O)CN(C)C(=O)[C@@]12C | -4 | -3 | i | 0.0 | -1.2 | 0.1 | 3 | -3 | 10 | -1
CC(=O)c1ccc(NC2CC(O)C(O)CO2)cc1 (centres undefined) | 4 | 2 | i | 1.7 | -1.8 | -0.4 | 2 | 3 | -1 | 1
O=c1[nH]c2ccccc2nc1/C=C/c1ccc(F)cc1 | 18 | -2 | x | 1.6 | 0.3 | -0.1 | -9 | -4 | -8 | 17
Cc1ccccc1OCCOC(=O)c1cc(S(=O)(=O)N2CCOCC2)ccc1C | -1 | 0 | i | 0.4 | 0.8 | 0.0 | 1 | 0 | x | 2
COc1ccc(CNC(=S)NCc2ccc(F)cc2)cc1OC | 3 | 0 | i | -0.8 | 0.4 | -0.2 | -1 | 2 | -5 | -2
CCn1c(C)nc2cc(C(=O)N/N=C/c3ccccc3C)ccc21 | 1 | 2 | i | 1.2 | -1.4 | -0.6 | 2 | -1 | -7 | -1
O=C(NN1C(=O)C2C3C=CC(C4CC34)C2C1=O)c1cccc(Cl)c1 (centres undefined) | -2 | -1 | i | -0.1 | -2.4 | 0.1 | 0 | -1 | -4 | 0
O=C(Nn1c(C2CCCCC2)nc2ccccc2c1=O)c1ccc([N+](=O)[O-])cc1Cl | 4 | 3 | i | -0.5 | -0.2 | -0.5 | 0 | 7 | 3 | 0
CC(C)CCNc1nc(N)c([N+](=O)[O-])c(NCCO)n1 | 3 | -2 | i | 4.9* | 0.6 | -1.1 | 4 | 1 | -3 | -11
COc1cc(/C=N/NC(=O)Cc2csc(N3CCOCC3)n2)cc(OC)c1O | 1 | 2 | i | 1.7 | -0.6 | -0.7 | 2 | 0 | -3 | 0
O=C(CCOc1ccccc1)Nc1ccc([N+](=O)[O-])cc1 | -2 | 2 | i | 0.3 | -1.0 | 0.0 | 0 | 3 | -7 | -23
CCNc1nc(NC(C)C)nc(SCCOC(=O)c2ccccc2)n1 | 0 | -1 | i | -0.4 | -0.3 | 0.5 | 8 | -4 | -8 | 6
Cc1cc(C)c2c(N)c(C(=O)NC3CCCC3)sc2n1 | -2 | -2 | i | 3.3 | 0.3 | 0.8 | -1 | -2 | -13 | -9
Cn1c(=O)n(C)c2cc(CNC(=O)[C@H]3O[C@@H](n4ccc(=O)[nH]c4=O)[C@H](O)[C@@H]3O)ccc21 | 0 | -1 | i | 0.2 | 3.4 | -1.3 | -1 | -1 | x | 1
Cc1ccc(S(=O)(=O)Nc2c(C)nn(C)c2C)c(C)c1 | 0 | 2 | i | -0.6 | -0.9 | -0.5 | 4 | -1 | -3 | 1
CN(CC(=O)NCCc1ccccn1)S(=O)(=O)c1ccc(Cl)cc1 | -4 | -1 | i | -1.4 | -1.1 | -0.1 | 0 | 0 | -6 | 0
O=C1NCC2=C1C(c1ccccc1)Nc1ccccc1N2 (centres undefined) | 1 | 2 | i | 0.5 | 1.2 | 0.0 | -14 | 11 | -3 | -10
O=C(Nc1ncc(Cc2ccccc2Cl)s1)c1ccc([N+](=O)[O-])cc1 | -2 | 2 | i | 0.4 | 3.4 | -0.4 | 14 | 2 | -5 | 1
